Screens (PubChem BioAssay)
UHRF1 MBD2 ctr: UHRF1 methyl-DNA binding inhibition; UHRF1 binding to methylated oligo, TR-FRET; Q96T88; inhibition, % at 4.4 µM; 370,000 compounds, 0.75% hits; in the data active means inhibition above about 21%;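 further: UHRF1 SRA domain binding a hemimethylated CpG hairpin DNA probe; 0% = median of test compound wells and 100% = reference inhibitor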
Rev-erbA mod: modulators of human Rev-erb alpha DNA binding | 370,000 compounds, 0.79% hits | Rev-erbα–FITC-DNA binding, fluorescence polarization, 90 min | P20393 | activity, % at 10 µM;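 active means activity above about 14%, limit read from the data; passing the limit was not always enough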;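 further: 0% = DMSO wells with 35 nM protein and 100% = DMSO wells with 750 nM protein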
ABHD4 inh: inhibits mouse alpha/beta hydrolase domain 4. inhibition, % at 8.92 µM. Q8VD66. purified mABHD4, FP-Rh probe fluorescence polarization. 370,000 compounds, 0.54% hits;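 active means inhibition exceeding the mean over every tested compound plus 3 SD, cut at about 30% in these data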;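 further: 0% = plate median of compound wells and 100% = S159A mutant with DMSO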
Target sequence (Q8VD66 whole entry, looked up, the tested form may be a part): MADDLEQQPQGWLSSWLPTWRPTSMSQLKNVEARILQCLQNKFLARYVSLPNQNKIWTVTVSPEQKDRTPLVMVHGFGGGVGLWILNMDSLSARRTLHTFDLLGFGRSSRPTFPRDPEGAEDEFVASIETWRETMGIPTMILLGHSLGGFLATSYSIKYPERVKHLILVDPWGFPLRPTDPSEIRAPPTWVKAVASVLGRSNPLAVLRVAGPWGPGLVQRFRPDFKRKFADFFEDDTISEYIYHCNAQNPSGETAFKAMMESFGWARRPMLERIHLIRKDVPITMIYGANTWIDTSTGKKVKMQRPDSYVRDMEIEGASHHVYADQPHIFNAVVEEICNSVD
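System: mouse ABHD4 enzyme, wild type / Medium: HEPES pH 7.0, NaCl, Pluronic buffer / Reagent: FP-Rh activity-based fluorescent probe / Control set: S159A mutant high control, sample median low control / Detection: fluorescence polarization with parallel and perpendicular emission, 525/598 nm / Schedule: 45 min + 60 min at 25 °C / Compound dosing: 8.92 µM, single dose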
TCR CD3 inh: human TCR-CD3 binding inhibition; inhibition, % at 9.4 µM; TAMRA-labeled TCR probe fluorescence, biochemical; AID 651800; 360,000 compounds, 0.37% hits; in the data active means inhibition above about 19%;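 further: recombinant mutant TCR 2C K166C tagged with TAMRA read by polarization; 0% = receptor in buffer alone and 100% = receptor with positive control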
PRMT1 FP inh: PRMT1 (human) inhibition, primary screen; Q99873; recombinant PRMT1, activity-based probe fluorescence polarization; inhibition, % at 2.79 µM; 370,000 compounds, 1.3% hits; AID 652257;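 active means inhibition above about 21% made by adding two undisclosed values, limit read from the data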
Target sequence (Q99873 whole entry, looked up): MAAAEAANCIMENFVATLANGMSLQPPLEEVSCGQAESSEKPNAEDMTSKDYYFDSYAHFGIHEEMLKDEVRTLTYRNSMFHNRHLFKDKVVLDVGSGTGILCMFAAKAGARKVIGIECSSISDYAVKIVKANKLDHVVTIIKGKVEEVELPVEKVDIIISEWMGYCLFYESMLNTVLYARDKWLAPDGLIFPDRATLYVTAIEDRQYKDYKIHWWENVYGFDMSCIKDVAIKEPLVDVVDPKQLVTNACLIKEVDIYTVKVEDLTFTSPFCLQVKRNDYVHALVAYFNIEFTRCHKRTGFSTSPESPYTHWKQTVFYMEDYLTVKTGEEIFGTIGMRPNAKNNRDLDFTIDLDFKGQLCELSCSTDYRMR
MBD2 inh: blocks human MBD2 binding to methylated DNA; AID 686964; inhibition, % at 4.4 µM; Q9UBB5; 370,000 compounds, 0.31% hits; TR-FRET, MBD2 binding to methylated oligonucleotide; in the data active means inhibition above about 13%
PG9 Ab binder: PG9 antibody binding by small molecule; 360,000 compounds, 0.43% hits; inhibition, % at 6.7 µM; TR-FRET gp120-PG9 antibody binding; in the data active means inhibition above about 8.5%
LEDGF integ inh: blocks HIV-1 LEDGF/p75-dependent DNA integration; TR-FRET IN-LEDGF/p75 DNA integration, Eu/Cy5; 370,000 compounds, 0.64% hits; inhibition, % at 3.7 µM;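 active means inhibition above the screen-wide mean plus 3 SD, cut at about 13% in these data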;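 further: signal is the Cy5 over europium emission ratio at 671 and 618 nm; 0% = plate median of compound wells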
HTRA1 inh: inhibitors of human serine peptidase HTRA1. Q92743. recombinant HTRA1, FP-rhodamine activity-based probe, fluorescence polarization. 340,000 compounds, 0.5% hits. AID 504803. inhibition, % at 5.96 µM; in the data active means inhibition above about 36%;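 further: 0% = enzyme with DMSO and 100% = wells lacking enzyme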
rCAG RNA binder: binds r(CAG) RNA repeats; r(CAG) RNA repeat, TO-PRO-1 dye displacement fluorescence; inhibition, % at 3 µM; 370,000 compounds, 1.3% hits; AID 651821;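 active means inhibition above the plate cutoff, the mean of all test compounds on that plate plus 3 SD, cut at about 35% in these data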;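 further: 0% = DMSO alone and 100% = 100 µM mitoxantrone as full dye displacement; higher means more dye released from RNA so lower well fluorescence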
Starred values were filed as active, the others as inactive; . = no result given.

SMILES | ABHD4 inh | TCR CD3 inh | LEDGF integ inh | UHRF1 MBD2 ctr | PG9 Ab binder | Rev-erbA mod | PRMT1 FP inh | rCAG RNA binder | MBD2 inh | HTRA1 inh
O=C(NC1CCCC1)C(c1ccccn1)N(C(=O)c1csnn1)c1ccccc1Cl (stereo unspecified) | 9 | 3 | 0 | -2 | 0.5 | 9 | -2 | -3 | 1 | 3
CCOc1ccccc1OCCCNCc1ccco1 | 6 | -5 | 2 | 4 | -1.1 | -1 | 0 | -5 | -1 | 0
COc1ccc(N(C(=O)Cc2cccs2)C(C(=O)NC2CCCC2)c2ccncc2)cc1 (stereo unspecified) | -4 | -2 | -1 | -1 | 0.3 | -1 | 5 | -2 | 3 | -6
Cc1ccc(NC(=O)CCCCCN2C(=O)[C@@H]3Cc4ccccc4CN3C2=O)c(C)c1 | -1 | 6 | 0 | -1 | -2.0 | -3 | -3 | -8 | 4 | 1
OC1C2(Cc3ccccc3)CN3CCN(C2)CC1(Cc1ccccc1)C3 (stereo unspecified) | -8 | 0 | -4 | 1 | -0.9 | 0 | -1 | -2 | 4 | 7
Cc1ccc(S(=O)(=O)NCc2cn3c(C)csc3n2)cc1 | 7 | 2 | -1 | 1 | -0.2 | 6 | 0 | 2 | 0 | 4
COc1ccc(NC(=O)CC2C(=O)NCCN2C(=O)c2ccc(Cl)cc2)cc1 (stereo unspecified) | 3 | 0 | 0 | 2 | -1.7 | 5 | 0 | 0 | 3 | 2
COc1ccc(CC(=O)NNC(=O)c2nn(Cc3ccccc3)c(=O)c3ccccc23)cc1OC | 2 | -2 | 1 | -1 | 0.0 | 0 | -1 | 4 | -4 | 6
N#Cc1c(-c2ccc(F)cc2)cc(C2CC2)nc1SCC(=O)c1cccs1 | -4 | 3 | 2 | 0 | 1.4 | 174* | 0 | 2 | -3 | -9
O=[N+]([O-])c1ccc(NCCNc2ccc(Cl)nn2)cc1 | -1 | 2 | 0 | -5 | -2.3 | -1 | -1 | 2 | -6 | -1
Cn1c(=O)[nH]c(=O)c2c1nc(N(CCO)Cc1ccccc1)n2Cc1ccccc1Cl | 6 | 4 | 1 | 0 | 0.5 | -2 | -3 | -5 | 0 | -2
O=C(O)CNC(=O)c1cccc(C(F)(F)F)c1 | -5 | -10 | 2 | 6 | -0.8 | 7 | 5 | -1 | 0 | 3
Cc1ccccc1CSc1nc(C(C)(C)C)cc(=O)[nH]1 | 0 | 1 | -6 | 2 | 0.6 | 5 | -1 | 1 | 3 | .
CCOCCCNC(=O)CCc1nnc2n(CCC(C)C)c(=O)c3ccccc3n12 | -3 | 6 | 6 | -2 | -1.0 | -5 | 0 | -9 | 1 | 1
O=C(OCc1cc(=O)n2c(n1)sc1ccccc12)c1cccc(O)c1 | -29 | 6 | 3 | 16 | -0.7 | -23 | 0 | 22 | 13* | -35
COc1cc(NS(=O)(=O)c2ccc3[nH]c(=O)oc3c2)cc(OC)c1 | -8 | -1 | -3 | 6 | -0.7 | 0 | 2 | 6 | 3 | .
O=C(O)c1ccccc1C(=O)NCC(O)COCC1CC=CCC1 (stereo unspecified) | -3 | -3 | -1 | -3 | -0.9 | -1 | 1 | -3 | 0 | -1
Cc1cc(C)nc(/N=C2\NC(=O)CC3C(=O)NCCN23)n1 (stereo unspecified) | 4 | -5 | 8 | 4 | -5.1 | 3 | -4 | 1 | 0 | -5
CC(=O)Oc1ccc(N(C(C)=O)S(=O)(=O)c2ccc(Cl)cc2)c2ccccc12 | -2 | 0 | -2 | -1 | 0.9 | 2 | 0 | -2 | 2 | -14
O=[N+]([O-])c1ccc(Sc2ccccc2)nc1 | -3 | -1 | 0 | 0 | 0.0 | 3 | 0 | -5 | -2 | -2
O=C(COC(=O)CSc1ccc(F)cc1)NC1CC1 | 3 | -6 | 2 | 2 | 1.0 | -5 | -2 | 3 | -3 | 8
O=C(C(=O)N1CCN(C(=O)c2ccccc2C(F)(F)F)CC1)c1cccc(C(F)(F)F)c1 | 0 | 3 | -2 | 0 | -0.3 | 6 | 3 | -1 | -6 | .
CCCS(=O)(=O)NC(=O)C1(C)CCN(C(=O)Cc2ccc(F)cc2)C1 (stereo unspecified) | 4 | 3 | -1 | -1 | -1.0 | -5 | 2 | 0 | -5 | .
COc1ccc(CNC(=O)CCn2c(=O)oc3ccccc32)c(OC)c1 | 3 | -5 | -3 | -1 | -1.0 | -7 | 6 | -6 | 3 | -3
Cn1c(=O)oc2cc(S(=O)(=O)N3CCC(C(=O)N4CCc5ccccc5C4)CC3)ccc21 | -3 | -4 | 0 | 1 | 1.9 | -2 | 0 | 0 | 3 | -2
O=C(CCCc1cccs1)Nc1nc(-c2ccc(F)cc2)cs1 | -11 | -1 | -1 | 4 | -2.8 | 5 | 2 | -1 | 3 | -11
Cc1cc(NC(=O)CSc2nnc(-c3cccc(Cl)c3)o2)no1 | 8 | 7 | 2 | -2 | 8.5 | 7 | -5 | -1 | -5 | 13
CC1CCN(C(=O)CN2C(=O)NC3(CCC(C)CC3)C2=O)CC1 (stereo unspecified) | 0 | 1 | -2 | 1 | -1.3 | -3 | -1 | 1 | -5 | 6
Cc1nn(C)c(C)c1NC(=S)Nc1ccc(S(=O)(=O)Nc2ncccn2)cc1 | 4 | -1 | -2 | 6 | -1.6 | -2 | -2 | 1 | 4 | 1
CCC(C)NC(=O)[C@@H]1CSC2c3ccccc3C(=O)N21 (stereo partly specified) | -2 | -5 | -4 | 2 | -0.7 | -2 | 21* | 1 | 4 | 0
C=CCNc1nc(-c2ccc3c(c2)OCCO3)cs1 | -8 | -9 | 0 | 0 | -4.0 | 2 | 5 | 8 | -5 | 9
O=c1c2c3c(sc2nc(NCCO)n1-c1ccccc1)CCCC3 | -1 | 5 | -4 | -2 | 0.3 | 1 | -1 | -4 | 0 | -4
Cc1c(C#N)c(N)c(C(=O)c2ccccc2)n1Cc1ccccc1 | 7 | -1 | 0 | 5 | 0.4 | 5 | 4 | -2 | -2 | -1
Cc1c(C(=O)N2CCOCC2)[nH]c2c1C(=O)CC(c1ccccc1Cl)C2 (stereo unspecified) | 3 | 0 | -2 | -3 | -0.9 | 3 | 1 | 4 | -5 | -6
O=C(CSCc1ccccc1)N1CCc2ccccc21 | 8 | 7 | -4 | 0 | 0.1 | 4 | 0 | 2 | -2 | 0
O=C(COC(=O)c1n[nH]c(=O)c2ccccc12)c1ccc(Br)cc1 | -14 | 14 | -2 | 6 | 0.7 | 4 | 5 | 6 | 1 | 0
COCCNC(=S)N/N=C/c1ccccc1C(=O)O | -1 | 7 | -1 | 1 | -2.2 | 2 | 1 | 7 | -2 | 2
COc1ccc(CCNC(=O)C2CCN(S(C)(=O)=O)CC2)cc1 | 3 | 2 | 0 | 4 | -2.2 | -4 | 1 | -1 | -3 | 9
Cc1c(C)c2ccc(OCC(=O)N3CCN(c4cccc(Cl)c4)CC3)cc2oc1=O | 0 | -5 | -1 | 2 | -0.1 | -2 | -2 | -1 | 8 | -1
CCCNC(=O)N1CCC(c2nc3ccccc3s2)CC1 | -2 | 2 | 2 | -1 | -0.9 | -3 | -2 | -4 | -1 | 2
Cc1ccc(CS(=O)Cc2ccc(C(=O)N3CCN(C4CCCCC4)CC3)o2)cc1 (stereo unspecified) | 1 | 0 | -2 | 0 | 0.5 | 5 | 0 | -7 | -7 | 0
COc1ccc(S(=O)(=O)Nc2cccnc2)cc1OC | 3 | 7 | 0 | -2 | -1.1 | 2 | 4 | -2 | -4 | -4
Cc1ccc(N2C(=O)c3n[nH]c(C)c3C2c2ccco2)cc1 (stereo unspecified) | 2 | 0 | -3 | 0 | 0.8 | 2 | -1 | -3 | -1 | 3
Cc1csc(NC(=O)CSc2nccn2C)n1 | 5 | 12 | 2 | 0 | -2.4 | -1 | -2 | 0 | -4 | -4
Cc1nn(C)cc1CNCc1c(C(=O)N2CCCCC2)nc2c(C)cccn12 | 3 | 4 | -1 | -6 | -1.4 | 2 | -4 | -3 | -2 | 2

Another view of some results above.
structure: CCCNC(=O)N1CCC(c2nc3ccccc3s2)CC1
  ABHD4 inh = -2 | TCR CD3 inh = 2 | LEDGF integ inh = 2 | UHRF1 MBD2 ctr = -1 | PG9 Ab binder = -0.9 | Rev-erbA mod = -3 | PRMT1 FP inh = -2 | rCAG RNA binder = -4 | MBD2 inh = -1 | HTRA1 inh = 2

structure: O=C(COC(=O)c1n[nH]c(=O)c2ccccc12)c1ccc(Br)cc1
  ABHD4 inh = -14 | TCR CD3 inh = 14 | LEDGF integ inh = -2 | UHRF1 MBD2 ctr = 6 | PG9 Ab binder = 0.7 | Rev-erbA mod = 4 | PRMT1 FP inh = 5 | rCAG RNA binder = 6 | MBD2 inh = 1 | HTRA1 inh = 0

(cont.)
SMILES | ABHD4 inh | TCR CD3 inh | LEDGF integ inh | UHRF1 MBD2 ctr | PG9 Ab binder | Rev-erbA mod | PRMT1 FP inh | rCAG RNA binder | MBD2 inh | HTRA1 inh
Oc1ccc(-c2c(C3=CCCCC3)sc3ccccc23)cc1 | -11 | 12 | -3 | 2 | -0.9 | 0 | 0 | 7 | 1 | -17
COc1ccc(C(CNC(=O)CCNC(=O)c2ccccc2OC)N2CCCC2)cc1 (stereo unspecified) | 0 | 1 | 0 | -2 | 0.1 | 1 | -2 | -7 | -4 | 2
CCCN(Cc1nnc(-c2ccccc2Cl)o1)C(=O)COc1ccc(Cl)cc1 | -5 | 6 | 2 | 6 | -2.2 | -1 | -2 | -1 | 2 | -19
O=S(=O)(c1ccccc1)N(CC(O)COc1ccccc1)c1ccccc1 (stereo unspecified) | 1 | 3 | 1 | -2 | 1.5 | -1 | 4 | -3 | 3 | -10
CCOC(=O)CCCNC(=O)OC1CC2CC1[C@H]1CCCCN1[C@H]2C (stereo partly specified) | 1 | . | -2 | 0 | . | -3 | 1 | 1 | 4 | .
Cc1cc(C(O)c2ncc(-c3ccc(Cl)cc3)[nH]2)ccc1F (stereo unspecified) | 1 | 7 | 0 | 0 | -0.2 | -2 | -1 | 2 | -2 | .
C[C@@H]1CCCN1c1ccc2c(c1)OCCCN(C1CC1)S2(=O)=O | -14 | . | 3 | 5 | . | 3 | -6 | 3 | 3 | .
COC(=O)c1sc2ccccc2c1NC(=O)c1ccc(S(=O)(=O)N2CC(C)CC(C)C2)cc1 (stereo unspecified) | 3 | 4 | -2 | -1 | 0.4 | 14 | -1 | 2 | 1 | -2
O=C(CC1C(=O)NCCN1Cc1cccc(F)c1)NCCCCCN1CCOCC1 (stereo unspecified) | 7 | 20* | 2 | -1 | 0.1 | -6 | 4 | -6 | -3 | 6
CCC1(C(=O)OC)NC(c2ccco2)C2C(=O)N(c3ccccc3)C(=O)C21 (stereo unspecified) | -2 | 1 | 0 | -1 | 0.4 | 7 | 2 | 3 | -3 | 3
Cc1ccc2[nH]c(=O)c(CN(Cc3ccccc3Cl)C(=O)N3CCOCC3)cc2c1 | -4 | 3 | 4 | 1 | -1.9 | 0 | -2 | -7 | -1 | 2
CCOCCCNCC(O)c1ccccc1 (stereo unspecified) | 0 | 7 | 4 | 2 | 2.1 | -5 | 2 | -1 | 4 | 1
Cn1nc(C(=O)Nc2c(-c3ccccc3)nc3sccn23)c2ccccc2c1=O | 5 | 3 | -1 | 0 | -0.4 | -1 | 0 | -3 | -3 | -1

A portion of the library (hit frequency here may not be typical).
